High-throughput results: PubChem BioAssay, several laboratories
Pf gamet viab = inhibitors of late stage P. falciparum gametocyte viability; inhibition, % at 10.9 µM; P. falciparum stage V gametocytes, ATP luminescence, 24 h; 0.065% of 150,000 active; AID 743093;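 active = inhibition above the mean plus 3 SD of compounds within the control limits, set per campaign, cut at about 38% in these data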;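 note: 0% = DMSO wells and 100% = medium only without gametocytes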
Avidin bead fluor = compound fluoresces at 488/530 nm on avidin beads. compound fluorescence 488/530 nm, flow cytometry; hits give high values. fluorescence (KMESF) at 10 µM. 0.38% of 220,000 active. AID 1775; in the data active = fluorescence above about 47; note: inactives centre near 10
Starred values were filed as active, the others as inactive.

SMILES	Pf gamet viab	Avidin bead fluor
Cc1ccc(C2C3C(=O)N(c4ccccc4)C(=O)C3N3CCCN23)cc1 (stereo not drawn)	-39.0	6
COC(=O)[C@H](CC(C)C)NC(=O)Nc1ccccc1F	1.3	7
C/C=C/C=C\C(=O)Nc1cccc(C2=NOC3(C2)C[C@H](C(N)=O)N(C(=O)CC#N)C3)c1 (stereo partly drawn)	13.3	7
O=C1Nc2ccccc2C1Cc1ccccc1 (stereo not drawn)	1.7	8
CCC(=O)Oc1ccc2c(C)cc(=O)oc2c1C(=O)CC	16.2	6
CC1=NN(c2ccccc2)C(=O)/C1=C/c1cn(C)c2ccccc12	26.0	12
CC1=C(O)C(=O)OC1c1c(Cl)cccc1Cl (stereo not drawn)	0.7	9
Clc1ccc(N=C2SCCS2)cc1	20.0	7
O=C(NCCC1=CCCCC1)C1CCC(CNc2c(N3CCCCC3)c(=O)c2=O)CC1 (stereo not drawn)	-22.6	7
CC(=O)N[C@@H](Cc1ccc(OC(F)(F)F)cc1)C(=O)O	17.6	6
O=C(NNC(=O)c1c(F)cccc1F)c1ccccc1OC(F)(F)F	-3.3	5
CNS(=O)(=O)c1cccc(C(=O)OCC(=O)Nc2ccc(Cl)cn2)c1	15.3	7
O=C(/C=C/Nc1ccccc1O)c1ccco1	-22.0	4
N#CC(=C=[N-])c1nc2ccccc2nc1-[n+]1cccc(NC(=O)c2ccc(F)cc2)c1	7.6	6
Cc1cccc(CC2S/C(=N/c3cccc(C)n3)NC2=O)c1 (stereo not drawn)	-20.4	4
CCN(CC)CCOC(=O)c1ccc([N+](=O)[O-])cc1	14.7	8
Cc1ccccc1C(=O)Oc1ccc(-c2csnn2)cc1	6.8	3
Cc1ccc(Cl)cc1N1CCN(CC(O)COC(C)C)CC1 (stereo not drawn)	6.5	7
COc1ccc(N2C(=O)C(CC(=O)Nc3ccc(Cl)cc3)N(NC(=O)c3cccc(F)c3)C2=S)cc1 (stereo not drawn)	-18.5	7
C[C@@H]1CC=C[C@H]2[C@H]1C(=O)N(Cc1ccccc1)[C@H]2c1cccc([N+](=O)[O-])c1	-14.6	7
N/N=C1\CCCc2c1[nH]c1ccc([N+](=O)[O-])cc21	-13.6	9
CCCCN1C(=O)C(=O)NC[C@@H]1C(C)CC (stereo partly drawn)	-9.6	20
O=C(NN(CC(O)COc1ccccc1)CC(O)COc1ccccc1)c1ccccc1 (stereo not drawn)	10.7	3
O=C(O)CC(NNC(=O)c1ccccc1)C(=O)Nc1ccc([N+](=O)[O-])cc1 (stereo not drawn)	16.2	7
COc1ccc2c(c1)c1ncn(CC3CCCO3)c(=O)c1n2C (stereo not drawn)	-62.1	7
(next part)
SMILES	Pf gamet viab	Avidin bead fluor
N#Cc1cccc(C#N)c1Oc1ccc(N)cc1	-5.5	5
N#Cc1cc[n+](CC(=O)c2ccc(NC(=O)c3ccccc3)cc2)cc1	5.5	6
S=C(NCc1ccccc1)Nc1ccc2cn[nH]c2c1	3.2	10
Cc1cc(NC(=O)c2c(-c3c(Cl)cccc3Cl)noc2C)n(C)n1	1.7	3
COc1ccc(/C=C/C(=O)O)cc1S(=O)(=O)NCc1ccco1	17.3	7
O=C(CCCC(=O)N/N=C/c1ccccc1C(=O)O)N/N=C/c1ccccc1C(=O)O	-24.2	4
NC(=O)C1(N2CCCCC2)CCN(S(=O)(=O)c2cc(Cl)sc2Cl)CC1	4.2	3
O=C(O)COCC(=O)Nc1ccc(-n2nc(C(F)(F)F)cc2-c2cccs2)cc1	-19.9	8
NS(=O)(=O)c1ccc(Sc2ccccn2)c([N+](=O)[O-])c1	8.9	6
COc1ccccc1-n1c(=O)c(C#N)c(-c2ccc([N+](=O)[O-])cc2)c2cc(C(=O)c3ccccc3O)cnc21	-6.1	8
CSc1nnc(CCCCCNC(=O)OC(C)(C)C)o1	-14.2	9
COC(=O)c1c(C)[nH]c(C=Nc2ccc(OC)cc2)c1C	-2.2	4
Cc1nc2cc(NC(=O)Nc3cccc(F)c3)ccc2n1C	18.6	9
Cc1nn(-c2ccccc2)nc1CNC(=O)CC(C)(C)C	2.5	2
NNC(=O)[C@H](Cc1ccccc1)NC(=O)Nc1ccc2c(c1)OCCO2	4.9	5
CCCC1=C(C(=O)OCC)C(c2sccc2C)n2ncnc2N1 (stereo not drawn)	8.8	2
S=c1[nH]nc(Cc2ccc(Cl)cc2)o1	1.5	7
Cc1nc(OCC(C)C)c2sc3nc4c(cc3c2n1)COC(C)(C)C4	29.8	5
Cc1ccc(C(=O)N2CCN(c3ncnc4c(C)csc34)CC2)cc1	9.3	2
COc1ccc(/C=N/NC(=O)CCn2nnc3ccccc32)cc1	0.3	9
O=C(O)CCC(=O)N1CCN(c2ncccc2C(F)(F)F)CC1	-1.9	4
Cc1onc(-c2c(Cl)cccc2Cl)c1C(=O)N=C(N)N1CCOCC1	-16.4	7
COC(=O)C(NC(=O)C(C)NC(=O)OCc1ccccc1)C(C)C (stereo not drawn)	7.2	8
Cc1onc(-c2ccccc2)c1C(=O)Nc1ccc(S(=O)(=O)Nc2nccs2)cc1	10.9	8
Cn1nc(-c2ccccc2)cc1NC(=O)C1CCCCC1	-14.8	8

Given field by field: entries from further up
SMILES: Cc1nc(OCC(C)C)c2sc3nc4c(cc3c2n1)COC(C)(C)C4
  Pf gamet viab = 29.8
  Avidin bead fluor = 5
SMILES: Cc1ccc(C(=O)N2CCN(c3ncnc4c(C)csc34)CC2)cc1
  Pf gamet viab = 9.3
  Avidin bead fluor = 2

(further entries)
SMILES	Pf gamet viab	Avidin bead fluor
CC1CCN(C(=S)SCc2nc(N)nc(Nc3ccccc3)n2)CC1	18.1	6
CCCCCCCCn1c(=O)c(C(=O)OC)c(N)c2ccccc21	-5.2	5
c1ccc(C2=NN(c3ccccc3)CC2)cc1	31.5	5
Cc1ccc(S(=O)(=O)N2CCN(CC(=O)N/N=C\c3ccc(O)c(O)c3)CC2)cc1	5.7	7
N#Cc1c(N)nc(Sc2ccc(Cl)cc2)c(C#N)c1-c1ccccc1Cl	7.0	7
C/C(=N\Nc1ccc2nncn2n1)c1ccco1	-5.1	6
O=C(NCCc1ccc(Cl)cc1)Nc1ccc(Cl)cc1	-5.2	6
CCC(C)c1ccccc1NC(=O)C(C)NCCN(C)C (stereo not drawn)	-3.4	6
CC(C(=O)Nc1ccc2c(c1)OCCO2)N(c1ccccc1)S(C)(=O)=O (stereo not drawn)	7.8	8
Brc1cccc(CNc2nc3ccccc3n2CCN2CCCCC2)c1	13.2	5
CCOC(=O)C(=CNc1ccc(S(N)(=O)=O)cc1)C(=O)OCC	-58.1	5
CCCCCCC(=O)Nc1ccc(Br)cn1	-14.4	10
CN(C)/C=C1\SC(=S)N(c2ccc(F)cc2)C1=O	19.0	9
O=C(CN1C(=O)C2CCCCC2C1=O)N1CCN(c2ncccn2)CC1 (stereo not drawn)	-5.1	9
O=C(CN1CCN(Cc2ccccc2Cl)CC1)N/N=C/c1cccs1	-9.9	8
COc1ccc(C2CC(=O)c3cnn(-c4nc(C)cc(C)n4)c3C2)cc1OC (stereo not drawn)	9.5	6
[O-]C1=N/[N+](=C/c2ccccc2)CC1	16.7	11
CCCSc1nnc(NC(=O)Nc2ccc(C)cc2)s1	-0.6	8
COc1ccc(CCC(=O)Nc2ccc(Cl)c(S(=O)(=O)N3CCCC3)c2)cc1	9.7	6
COC(=O)CSc1[nH]c2ccc(F)cc2c1[N+](=O)[O-]	13.9	10
O=C(CN1C(=O)CSc2ccc(C(F)(F)F)cc21)Nc1ccccc1	7.3	4
FC(F)(F)c1ccnc(Oc2ccc(C3=NCCS3)cc2)c1	2.6	6
COc1ccc(-c2cc(C(=O)Nc3cc(OC)cc(C(=O)Nc4cccc(C(F)(F)F)c4)c3)[nH]n2)cc1	8.4	7
CCCN1C(=O)c2cc(C(=O)Nc3cccc(C(C)=O)c3)ccc2C1Nc1cccc(C(C)=O)c1 (stereo not drawn)	-14.1	3
NNC(=S)NC1CC2CC1C1C=CCC21 (stereo not drawn)	-10.7	7
New compounds follow
SMILES	Pf gamet viab	Avidin bead fluor
Cc1cc(C)c(C#N)c(SC(C(=O)NC(C)(C)C)c2ccccc2)n1 (stereo not drawn)	4.2	6
CCn1nc(NC(=O)Cc2ccc(OC)cc2)c2cc3cccc(C)c3nc21	3.9	4
CN(CC(=O)Nc1cccc(F)c1)CC(=O)Nc1cccc(S(=O)(=O)N2CCCCCC2)c1	11.0	6
C=CCn1c(=S)[nH]c2scc(-c3ccco3)c2c1=O	-0.1	41
COc1ccc(N2C(=O)Cc3c2nc(N)c(C#N)c3N)cc1	-6.5	7
Cc1ccc(NC(=O)CSc2nnc(-c3ccccn3)n2N)c(Br)c1	10.1	4
COc1cc([N+](=O)[O-])cc(/C=N/NC(=O)c2cc(C)nc3ccccc23)c1O	-6.3	4
COc1ccc(-n2c(SCC(=O)O)nnc2-c2ccc(NC(=O)c3ccccc3)cc2)cc1	14.6	6
CCOC(=O)C1CCN(C(=O)Nc2cccc(OC)c2)CC1	-6.5	8
CC(NC(=O)/C(C#N)=C/c1ccco1)c1ccccc1 (stereo not drawn)	12.4	10
O=C(O)c1ccccc1-n1ncc2c1/C(=C/c1ccc(Cl)cc1)CC2	17.4	7
CCC1=C2CC[C@H]3C(=O)N(c4ccccc4)C(=O)[C@H]3[C@H]2[C@@]2(C)C(=NCc3ccccc3)OC(=O)N2C1=O	15.9	7
CC(C)(C)c1ccccc1NC(=O)c1ccc2c(c1)SC1=NS(=O)(=O)CCN12	-7.4	7
COc1ccc(OC)c2c1sc(=NC(=O)C1CC1)n2C	-20.1	6
O=C(Nc1cc(Cl)cc(Cl)c1)N1CCCN(Cc2ccccc2)CC1	7.6	4
CN1CCN(C2=NC(=O)/C(=C/c3cn[nH]c3-c3ccccc3)S2)CC1	-8.6	5
COc1cccc(NC(=O)CNC(=O)c2ccc([N+](=O)[O-])cc2)c1	-20.9	13
COc1ccc(C(=O)N/N=C/c2sc(=O)n(Cc3cccc(C(=O)O)c3)c2Cl)cc1	3.7	8
CC(C)(C)C(=O)OC/C(N)=N/OC(=O)c1ccccc1	-0.8	6
O=C(/C=N/O)Nc1ccc2sc3ccccc3c2c1	5.6	7
CC1(N(O)C=C2C=CC(=O)C=C2)CCCCC1=O (stereo not drawn)	-2.0	8
CC(C)CN=CC1=C(O)c2ccccc2C1=O	2.0	10
Cc1oc(S(=O)(=O)N2CCCC2)cc1C(=O)Nc1ccc(F)cc1	-51.6	7
COc1ccc2c(=O)c3c(=O)n(-c4ccccc4)c(-c4ccc(C)cc4)nc3oc2c1	-8.2	5
COc1ccccc1Nc1nc(N)nc(CSC(=S)N2CCCCC2)n1	13.5	21

One compound at a time, as listed above:
Profile of CC(NC(=O)/C(C#N)=C/c1ccco1)c1ccccc1 (stereo not drawn) = Pf gamet viab: 12.4; Avidin bead fluor: 10
Profile of C=CCn1c(=S)[nH]c2scc(-c3ccco3)c2c1=O = Pf gamet viab: -0.1; Avidin bead fluor: 41

Going on with the list:
SMILES	Pf gamet viab	Avidin bead fluor
CSc1sc(C(=O)N(C)C)cc1S(=O)(=O)C(C)C	-6.2	8
Cc1ccc(S(=O)(=O)N/N=C/c2cccc3nccnc23)cc1	-18.6	3
CC(C)(C)c1ccc(C(=O)Nc2ccc(F)cc2)s1	1.8	8
CCOC(=O)C1=C(Nc2ccc(Cl)cc2)OCC1=O	23.2	4
CCOc1ccc(NC(=S)N(C)C)cc1	-18.0	3
COC(=O)c1ccc(NC(=O)CSc2nc3ncccc3[nH]2)cc1	6.7	28
CC(=O)c1c(COC(=O)c2ccc(F)cc2)nc2ccccc2[n+]1[O-]	-3.8	7
O=C1C(C2=NC(c3ccccn3)C3C(=O)N(c4ccccc4)C(=O)C23)=C(O)c2ccccc21 (stereo not drawn)	18.6	6
Cc1noc(C)c1C(=O)N1CCN(c2ccc(OCc3ccccc3)cc2)CC1	8.4	8
CC#CC[N+](C)(C)CC(=O)c1ccccc1	-9.3	5
COc1cccc(-c2csc(NC3OC(=O)c4c3ccc(OC)c4OC)n2)c1 (stereo not drawn)	11.5	4
O=C(Cc1ccccc1)NNC(=S)NC(=O)c1cccnc1	-10.4	7
CCN(c1ccccc1)S(=O)(=O)c1ccc(Cl)c(NC(=O)CN(C)C2CCN(C)CC2)c1	-2.5	6
CC(C)n1cc(/C(N)=N/O)c(=O)n(Cc2ccccc2)c1=O	5.1	6
COc1ccc(C(=O)NNC(=O)c2cc3cc(OC)ccc3oc2=O)cc1	8.4	6
Cc1nc(C)c(C(=O)O)s1	-8.6	8
O=C(CC(=O)N/N=C/c1ccc(F)cc1)N/N=C/c1ccc(F)cc1	5.7	9
Cc1ccc2ncnc(Oc3ncccc3[N+](=O)[O-])c2c1	-1.6	5
CC(C)(C)c1ccc(C(=O)NNC(=S)NCc2ccco2)cc1	0.2	5
COc1cc(NC(=O)Nc2ccc(Cl)c(Cl)c2)c(C(=O)O)cc1OC	5.2	7
CC(C)(/C=N/O)N(O)C=C1C=CC(=O)C=C1	4.8	8
COc1ccc(N2C3=C(C(=O)CC(C)(C)C3)C(c3ccccc3OC)C3=C2CC(C)(C)CC3=O)cc1	1.8	7
CN(C)CCCNC(=O)c1cc(Br)ccc1O	-1.9	5
O=C(NCc1csc2ccccc12)Nc1cc(Cl)cc(Cl)c1	6.1	8
O=C(Nc1ccc(S(=O)(=O)N2CCOCC2)cc1)c1ccc([N+](=O)[O-])o1	-19.2	5
CCC1(c2ccc(Cl)cc2)NC(=S)N(c2ccc(C)c(C)c2)N1 (stereo not drawn)	-4.5	3
CCN(C(=O)c1cnc(NC(C)C)cc1C(F)(F)F)c1ccc(Cl)cc1Cl	8.7	6
O=C(NN1C(=O)CSC1=S)c1cccnc1	-5.8	8

Part of the list above in order of heavy-atom count, largest number first.
SMILES	Pf gamet viab	Avidin bead fluor
COc1cccc(-c2csc(NC3OC(=O)c4c3ccc(OC)c4OC)n2)c1 (stereo not drawn)	11.5	4
COc1ccc(C(=O)NNC(=O)c2cc3cc(OC)ccc3oc2=O)cc1	8.4	6
O=C(Nc1ccc(S(=O)(=O)N2CCOCC2)cc1)c1ccc([N+](=O)[O-])o1	-19.2	5
CC(=O)c1c(COC(=O)c2ccc(F)cc2)nc2ccccc2[n+]1[O-]	-3.8	7
CC(C)(C)c1ccc(C(=O)NNC(=S)NCc2ccco2)cc1	0.2	5
CCOC(=O)C1=C(Nc2ccc(Cl)cc2)OCC1=O	23.2	4

Some of the compounds tested (hit frequency here may not be typical).
